PLAP inhibitors HTS: PLAP enzyme inhibitors, biochemical, luminescence, HTS (AID 690); Alkaline phosphatase, placental type (Homo sapiens); purified PLAP, luminescent substrate; higher % means a stronger effect; inhibition, % at 20 µM, or IC50 in µM where a hit was titrated; 0.08% of 96,000 active; in the data active = a potency from the dose series; inactive = the rest, 99 in 100 with inhibition below about 30%; note: strong numbers were not always called active
NFkB transloc inh: inhibitors of IL-1B driven NFkB p65 nuclear import, primary screen, imaging, HUVEC, IL-1B stimulus, high-content imaging; 0.43% of 94,000 active; HUVEC IL-1B NFkB p65 nuclear translocation imaging; inhibition, % at 2 µM;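 active = inhibition above about 30% together with a positive call from visual inspection of the well image, limit read from the data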;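 note: nuclear over cytoplasmic p65 intensity ratio measured by imaging; 0% = IL-1B stimulated DMSO wells and 100% = unstimulated DMSO wells; values of inactives mirror those of a sister screen read the other way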
Bcl-B displacement: displacers of TR3 peptide from Bcl-B, primary screen, selectivity assay for Bfl-1 inhibitor project, biochemical, fluorescence polarization; Bcl-2-like protein 10 (Homo sapiens); displacement, % at 20 µM; hits with a dose series show IC50 in µM; FP displacement of FITC-TR3 peptide from Bcl-B; higher % means a stronger effect; 0.11% of 96,000 active; AID 748, 2007;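 active = displacement above 50% at 20 µM plus a fluorescence interference ratio under 1.5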;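 note: plate controls were wells without compound for no effect and wells lacking Bcl-B protein for full effect; a part of the inactive calls stands beside numbers as strong as those of hits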
MRP reversal: reversal of MRP1-mediated doxorubicin resistance, primary screen, H69AR cells, doxorubicin co-treatment | H69AR cells + 2 uM doxorubicin, CellTiter-Glo, 72 h | differential viability (reversal), % at 10 µM | 0.04% of 85,000 active;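 active = viability drop by adding the cancer drug above about 55%, with treated viability meeting a 40% cutoff, limit read from the data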;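 note: viability without doxorubicin minus viability with 2 µM doxorubicin for each compound; larger differential means the compound sensitizes cells more to doxorubicin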
IL1B NFkB pot: enhancers of NFkB p65 translocation in HUVEC – imaging, IL-1B stimulus, high-content imaging, primary screen; HUVEC IL-1B NFkB p65 nuclear translocation imaging; 0.3% of 94,000 active; activation, % at 2 µM;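 active = activation above 40%, about the mean plus 3 SD, also judged a hit on visual image review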;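 note: percent activation is computed from the nuclear over cytoplasmic p65 intensity ratio; values of inactives mirror those of a sister screen read the other way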
MRP reversal cytotoxicity: also measured in MRP reversal; calls as there; viability, %; H69AR cells, CellTiter-Glo, 72 h; measured here: cytotoxicity without doxorubicin
MRP reversal with doxorubicin: also measured in MRP reversal; calls as there; viability, %; measured here: viability with 2 uM doxorubicin; active compounds read low
NFkB transloc inh cell count 2 µM: recorded beside NFkB transloc inh, whose call it bears; cell count; measured here: cells passing quality filter;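 raw number of nuclei counted in each imaged well without normalization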
IL1B NFkB pot cell count 2 µM: also measured in IL1B NFkB pot; calls as there; cell count; measured here: cells passing quality filter
Numbers without * were called inactive; nt = not tested or not shown. Only part of the results is shown; rates above refer to the full screens.

Every second line gives: PLAP inhibitors HTS	NFkB transloc inh	NFkB transloc inh cell count 2 µM	Bcl-B displacement	MRP reversal	MRP reversal cytotoxicity	MRP reversal with doxorubicin	IL1B NFkB pot	IL1B NFkB pot cell count 2 µM
- Cc1ccc[n+](CC(=O)Nc2cc(C(F)(F)F)ccc2Cl)c1
    14.4%	nt	nt	-0.1%	nt	nt	nt	nt	nt
- Cc1cc(C)nc(SCc2nc3ccccc3n2C)n1
    17.1%	-0.1	179	5.8%	5.7	64.1	58.5	0.1	179
- COc1ccc2c(=O)c(-c3nc(C)cs3)coc2c1
    -18.7%	8.0	99	-3.9%	7.1	51.1	44.0	-8.0	99
- Nc1nsc2ccccc12
    -2.9%	0.3	191	-2.4%	nt	nt	nt	-0.3	191
- COc1ccc(OC)c(CN2CCCC(CO)C2)c1 (stereo not given)
    -15.5%	-3.9	193	-0.3%	-11.4	94.7	106.1	3.9	193
- CCc1cccc2c(SCC(=O)NCC3CCCO3)nc(-c3ccc(F)cc3)nc12 (stereo not given)
    -24.2%	-1.5	144	-5.6%	nt	nt	nt	1.5	144
- CSc1nc(C)cc(-n2cc(F)c(=O)[nH]c2=O)n1
    -5.9%	8.4	185	2.7%	4.2	93.5	89.3	-8.4	185
- COC(=O)C1CCN(C(=O)c2cc(OC)c(OC)c(OC)c2)CC1
    -19.2%	-10.1	126	-6.0%	17.0	98.3	81.3	10.1	126
- O=C(CN1CCC(C(O)(c2ccccc2)c2ccccc2)CC1)Nc1cc(Cl)ccc1Cl
    -16.2%	-2.8	47	0.0%	nt	nt	nt	2.8	47
- COc1ccccc1-n1c(CNC(=O)c2ccco2)nnc1SCC(=O)Nc1nccs1
    -0.8%	8.5	157	-3.7%	-22.7	33.4	56.2	-8.5	157
- N#CCCn1c(Cl)nc2ccccc21
    7.0%	10.9	135	-0.1%	-1.5	97.6	99.2	-10.9	135
- CC(C)CC(=O)c1c[nH]c(C(=O)NCCc2ccccn2)c1
    -8.9%	nt	nt	-0.2%	nt	nt	nt	nt	nt
- O=C(CCCn1c(=S)[nH]c2cc3c(cc2c1=O)OCO3)N1CCN(c2ccccc2)CC1
    4.6%	2.9	193	6.8%	-2.3	83.1	85.4	-2.9	193
- O=C1CC(Cc2ccccc2)C(=O)N1CCCn1ccnc1 (stereo not given)
    -1.9%	-14.6	116	0.0%	7.5	84.7	77.3	14.6	116
- COc1ccc(C(=O)N=c2c(C#N)cc3c(=O)n4cccc(C)c4nc3n2Cc2ccco2)cc1
    -9.2%	-12.6	138	-42.2%	4.1	67.1	63.1	12.6	138
- CC(=O)Nc1ccc(C(=O)N2CCN(C(=O)c3ccco3)CC2)cc1
    -0.3%	-13.6	125	-7.8%	11.2	98.3	87.2	13.6	125
- COc1ccc(-c2cc(-c3cccs3)c(C#N)c(SCC(=O)NCc3ccccc3OC)n2)cc1
    5.5%	-13.6	151	-5.8%	-0.4	11.4	11.8	13.6	151
- CCn1c(C)c(C(C)=O)c(N2CCN(c3ccc(F)cc3)CC2)nc1=S
    -6.7%	9.7	175	-6.4%	-8.5	85.8	94.2	-9.7	175
- O=C(COC(=O)C12CC3CC(CC(C3)C1)C2)NCc1ccco1
    3.0%	-8.1	153	7.8%	-3.0	83.8	86.9	8.1	153
- COc1cc2nc(C3CCC3)n(NC(=O)C3CCC(OC)CC3)c(=O)c2cc1OC (stereo not given)
    1.6%	0.4	99	-11.7%	6.7	90.8	84.1	-0.4	99

Retrieved by compound from the entries so far, 3 records:
Every second line gives: PLAP inhibitors HTS	NFkB transloc inh	NFkB transloc inh cell count 2 µM	Bcl-B displacement	MRP reversal	MRP reversal cytotoxicity	MRP reversal with doxorubicin	IL1B NFkB pot	IL1B NFkB pot cell count 2 µM
- Cc1ccc[n+](CC(=O)Nc2cc(C(F)(F)F)ccc2Cl)c1
    14.4%	nt	nt	-0.1%	nt	nt	nt	nt	nt
- CCn1c(C)c(C(C)=O)c(N2CCN(c3ccc(F)cc3)CC2)nc1=S
    -6.7%	9.7	175	-6.4%	-8.5	85.8	94.2	-9.7	175
- Cc1cc(C)nc(SCc2nc3ccccc3n2C)n1
    17.1%	-0.1	179	5.8%	5.7	64.1	58.5	0.1	179

More records
Every second line gives: PLAP inhibitors HTS	NFkB transloc inh	NFkB transloc inh cell count 2 µM	Bcl-B displacement	MRP reversal	MRP reversal cytotoxicity	MRP reversal with doxorubicin	IL1B NFkB pot	IL1B NFkB pot cell count 2 µM
- OC(CN1CCOCC1)Cn1c(-c2cccc(Cl)c2)nc2ccccc21 (stereo not given)
    -26.2%	7.7	133	-11.5%	0.8	94.6	93.8	-7.7	133
- O=C(Oc1nsnc1N1CCOCC1)N(c1ccccc1)c1ccccc1
    -38.7%	-18.4	148	1.5%	1.5	83.8	82.3	18.4	148
- Cc1noc(C)c1COC(=O)Cc1ccc(Cl)cc1
    1.4%	-1.6	155	-6.3%	10.7	103.5	92.8	1.6	155
- CCc1nc2oc3ccccc3c(=O)c2c(=O)n1CCOC
    9.0%	-30.5	124	-11.3%	4.1	91.9	87.8	30.5	124
- CCN1CCN(CNC(=O)c2cnccn2)CC1
    19.5%	-13.1	173	-5.5%	-12.1	92.7	104.7	13.1	173
- COC(=O)c1ccccc1NC(=O)CC(NCc1ccccc1)C(=O)O (stereo not given)
    nt	-0.4	146	nt	-20.2	74.5	94.7	0.4	146
- Cc1ccccc1Nc1nc(CSc2nnc(-c3ccoc3C)n2C)cs1
    -48.6%	6.8	90	-66.1%	7.1	85.2	78.1	-6.8	90
- COc1ccccc1Oc1c(C)oc2c(CN3CCN(C)CC3)c(O)ccc2c1=O
    -9.1%	-5.2	44	-1.1%	-7.6	93.9	101.5	5.2	44
- c1ccc2c(-c3c[nH]c4ccccc34)c3ccccc3nc2c1
    15.2%	11.2	134	0.0%	nt	nt	nt	-11.2	134
- COc1cccc(CNS(=O)(=O)c2cc(Br)cc3c2N(C(C)=O)C(C)C3)c1 (stereo not given)
    13.6%	-7.9	182	-5.8%	10.3	91.5	81.2	7.9	182
- O=C(COC(=O)Cc1ccc(S(=O)(=O)N2CCOCC2)s1)Nc1ccc2c(c1)OCO2
    -13.5%	-2.9	165	-1.9%	nt	nt	nt	2.9	165
- CCOC(=O)N1CCN(c2nc(-c3ccc(F)cc3)cs2)CC1
    9.9%	6.7	121	-1.3%	17.3	112.5	95.2	-6.7	121
- CCN(CC)C(=O)Cn1nnc(-c2ccc(C)o2)n1
    -47.4%	-13.5	187	5.7%	-16.5	96.2	112.7	13.5	187
- O=C1OCc2cc(NC(=O)C34CC5CC(CC(C5)C3)C4)ccc21
    11.3%	-1.0	124	1.7%	7.2	85.9	78.7	1.0	124
- CCCC12CN(C(=O)c3ccc(OC)cc3)CC(C)(CN(C(=O)c3ccc(OC)cc3)C1)C2=O
    -65.1%	-1.4	91	-12.1%	-3.5	81.4	84.9	1.4	91
- CC(C(=O)OCC(=O)Nc1ccc(S(=O)(=O)N2CCCCC2)cc1)N1C(=O)c2ccccc2C1=O (stereo not given)
    -31.1%	1.3	175	-17.9%	nt	nt	nt	-1.3	175
- COc1ccc(Nc2ncc3c(n2)CC(c2ccc(C)cc2)CC3=O)cc1 (stereo not given)
    -9.4%	-4.6	167	-1.4%	11.7	90.2	78.5	4.6	167
- C=CCOc1nc2c(c(=O)n(C)c(=O)n2C)n1Cc1ccc(Cl)cc1Cl
    17.3%	nt	nt	-12.0%	7.2	83.0	75.9	nt	nt
- Cc1ccsc1C(=O)NNC(=O)C1CCCCC1C(=O)O (stereo not given)
    nt	-6.2	106	nt	3.3	93.1	89.8	6.2	106
- CN(C)C(CNS(=O)(=O)c1ccc(Cl)cc1)c1cccnc1 (stereo not given)
    -2.2%	11.8	61	-0.6%	-4.4	92.0	96.4	-11.8	61
- O=C(c1ccc(Br)o1)N1CCN(c2ccc3nnc(-c4ccccc4)n3n2)CC1
    -40.2%	-7.2	64	0.7%	36.5	73.7	37.2	7.2	64
- Cc1nnc(NC(=O)CCCCCN2C(=O)C3C4C=CC(C4)C3C2=O)s1 (stereo not given)
    -10.3%	nt	nt	0.1%	13.0	101.3	88.4	nt	nt
- COc1ccc(C(=S)Nc2ccc(C)cc2)cc1
    1.7%	-10.0	136	-11.3%	nt	nt	nt	10.0	136
- O=C(Nc1ccc(F)cc1)NC1CCCCC1
    10.3%	2.6	160	1.5%	4.6	99.5	94.9	-2.6	160
- CC(C)CNC(=O)c1coc(=O)c(Br)c1
    3.2%	22.6	87	-1.0%	-0.6	0.8	1.4	-22.6	87
- CCCc1cc(=O)oc2c(C)c(OCC(=O)c3ccc(N4CCCC4)cc3)ccc12
    5.0%	-3.1	124	-18.3%	nt	nt	nt	3.1	124
- COc1ccc(Cc2nn3c(-c4ccccc4OC)nnc3s2)cc1
    -48.9%	nt	nt	-0.1%	-21.6	61.8	83.4	nt	nt
- COCCNC(=S)N/N=C(\C)c1ccc(-n2ccnc2)cc1
    -24.8%	-12.9	179	-10.0%	nt	nt	nt	12.9	179
- CCC(=O)Nc1ccc2c(c1)nc(CCN1CCN(C)CC1)n2C
    3.6%	-29.3	217	-22.4%	-13.2	74.1	87.3	29.3	217
- CCn1c(=O)n(CC(=O)NC2CCCC(C)C2C)c(=O)c2ccccc21 (stereo not given)
    -6.4%	8.9	118	-0.2%	5.3	95.7	90.4	-8.9	118
- COc1ccc(C(=O)C(CCCCC(CN(C)C)C(=O)c2ccc(OC)cc2)CN(C)C)cc1 (stereo not given)
    -36.9%	-6.8	164	4.2%	nt	nt	nt	6.8	164
- Cc1ccc(CNC(=O)C2CCCN2C(=O)NCc2ccccc2)cc1 (stereo not given)
    -8.4%	0.9	117	4.9%	-7.8	86.0	93.8	-0.9	117
- O=C(c1ccc(CN2CCc3ccccc3C2)cc1)N1CCc2ccccc2C1
    -3.9%	-11.6	149	14.8%	nt	nt	nt	11.6	149
- O=C(CN1C(=O)NC2(CCCC2)C1=O)N1CCN(C(=O)c2ccco2)CC1
    -1.5%	0.9	214	-1.3%	-5.7	92.6	98.2	-0.9	214
- CCOc1ccc(NC(=O)Cn2nnc(-c3ccccc3NC(=O)CC)n2)cc1
    -21.4%	-4.0	161	-6.0%	-7.4	80.5	87.8	4.0	161
- COc1ccc(Cl)cc1-c1n[nH]c(=S)o1
    -16.3%	-0.8	152	-1.8%	-0.9	94.9	95.8	0.8	152
- CCCCOC(=O)C1CCCC(C(=O)OCCCC)N1 (stereo not given)
    -6.8%	-34.2	147	-1.2%	nt	nt	nt	34.2	147
- Cc1nc2ccccc2c2oc(C(=O)NCC3CCCO3)cc12 (stereo not given)
    -10.6%	10.9	96	14.1%	8.6	82.4	73.7	-10.9	96
- O=C(CSc1nc(-c2ccccc2)cs1)N1CCN(C(=O)c2ccco2)CC1
    20.1%	nt	nt	-1.8%	nt	nt	nt	nt	nt
- CCOc1ccc(C2c3c(oc4cc(C)c(C)cc4c3=O)C(=O)N2CCCN2CCOCC2)cc1 (stereo not given)
    -54.6%	-9.5	135	-2.1%	-3.5	84.3	87.8	9.5	135
- Cn1nc(CC(=O)NC2CCCCCCCCCCC2)c2ccccc2c1=O
    -414.8%	6.5	151	-20.7%	5.8	87.6	81.8	-6.5	151
- Nc1cc(Cl)ccc1Oc1ccc2ccccc2c1
    13.2%	0.7	182	-8.7%	nt	nt	nt	-0.7	182
- COc1ccc(-c2nnc(Nc3nc4c(OC)cccc4s3)o2)cc1
    -131.3%	-4.7	85	-14.2%	-16.7	61.8	78.5	4.7	85
- COC(=O)c1ccc(Cl)c(NC(=O)CN(c2ccc3c(c2)OCO3)S(C)(=O)=O)c1
    24.9%	-10.2	108	2.2%	nt	nt	nt	10.2	108
- Cc1ccc(O)c(-c2cc(C(F)(F)F)[nH]n2)c1
    -83.3%	-2.7	162	-4.5%	-5.1	64.6	69.7	2.7	162
- O=C(O)c1ccc(COc2c(F)c(F)cc(F)c2F)o1
    14.6%	0.8	158	-5.3%	-2.0	96.3	98.4	-0.8	158
